Compound activity (PubChem)
G9a block = qHTS Assay for Inhibitors of Histone Lysine Methyltransferase G9a | hit rate 8.8% among 350,000 | G9a H3K9 monomethylation, AlphaScreen, 2 h | Potency, µM (doses to about 102 µM), for the others: at the highest dose activity, negative = inhibition, usual class: inhibitors; further: on the % scale 0 is the no-effect control and ±100 the full control effect; nearly all actives have a fitted effect of over 75% in size
Target sequence (Q96KQ7 913-1193 limits assumed): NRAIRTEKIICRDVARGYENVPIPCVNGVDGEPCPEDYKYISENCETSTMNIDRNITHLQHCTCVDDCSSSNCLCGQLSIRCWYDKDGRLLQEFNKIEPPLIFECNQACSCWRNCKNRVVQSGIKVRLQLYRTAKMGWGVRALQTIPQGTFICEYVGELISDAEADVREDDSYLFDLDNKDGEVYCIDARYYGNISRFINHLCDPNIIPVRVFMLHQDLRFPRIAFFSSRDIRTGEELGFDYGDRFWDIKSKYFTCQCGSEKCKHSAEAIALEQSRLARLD
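AlphaScreen detection with an anti-monomethyl H3K9 antibody quantified product after a 2 h room-temperature reaction containing 500 nM biotinylated H3K9 peptide, 20 µM SAM and 20 nM enzyme, which had been preincubated 15 min with compound.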
BLM inh = qHTS Assay for Inhibitors of Bloom's syndrome helicase (BLM). hit rate 0.2% among 350,000. recombinant BLM DNA unwinding, fluorescence dequenching. RecQ-like DNA helicase BLM (Homo sapiens), P54132. Potency, µM (highest dose often 56.1 µM), inactives show at the top dose activity change, negative = inhibition, hits mostly inhibitors;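 further: plate controls were vehicle for no effect and no enzyme for full effect; nearly all actives have a fitted effect of over 35% in size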
Pol eta inh = qHTS for Inhibitors of Polymerase Eta | DNA polymerase eta (Homo sapiens), Q9Y253 | recombinant Pol eta, fluorescent DNA replication assay | AID 588591, 2011 | hit rate 1.2% among 390,000 | Potency, µM (highest dose often 114 µM), for the others: at the highest dose activity change, negative = inhibition, most hits filed as inhibitors; further: on the % scale 0 is the no-effect control and ±100 the full control effect
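Fluorescent replication assay: 50 nM final substrate added after a 15 min room-temperature compound preincubation with 10 nM enzyme. Signal taken at 0 min and again at 10 min.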
Apoferritin bind = qHTS Assay for Identification of Novel General Anesthetics. Ferritin light chain (Equus caballus), P02791. apoferritin/1-aminoanthracene competitive binding, fluorescence. Potency, µM (top dose mostly 77.5 µM), without a hit: at the highest dose activity change, negative = displacement, hits mostly inhibitors. hit rate 0.074% among 350,000; further: on the % scale 0 is the no-effect control and ±100 the full control effect; nearly all actives have a fitted effect of over 20% in size
Target sequence (P02791 2-175 limits assumed): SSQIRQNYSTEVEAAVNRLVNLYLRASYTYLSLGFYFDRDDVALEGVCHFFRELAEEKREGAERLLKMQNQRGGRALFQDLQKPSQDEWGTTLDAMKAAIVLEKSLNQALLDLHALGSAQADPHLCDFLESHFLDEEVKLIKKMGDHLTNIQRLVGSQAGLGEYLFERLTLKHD
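Concentration-response curves derived by four-parameter Hill fitting of normalized fluorescence, where compounds displaced 1-AMA from 10 uM horse apoferritin following a brief 10 min room-temperature incubation; propofol titration acted as positive control.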
Pol beta inh = qHTS Assay for Inhibitors of DNA Polymerase Beta; P06746; Pol beta primer extension/strand displacement, fluorescence kinetic; Potency, µM (top dose mostly 114 µM), for inactives: at the highest dose activity change, negative = inhibition, most hits filed as inhibitors; hit rate 1.3% among 340,000; AID 485314, 2010; further: on the % scale 0 is the no-effect control and ±100 the full control effect
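Curves were derived by four-parameter Hill fits of normalized qHTS data. The kinetic fluorescent primer-extension read was taken at 0 and 10 min after 50 nM substrate, following a 15 min room-temperature preincubation of 10 nM enzyme with compounds.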
BAZ2B inh = qHTS Assay for Inhibitors of BAZ2B. hit rate 4.4% among 360,000. AID 504333, 2011. AlphaScreen BAZ2B-H3K14Ac peptide displacement. Bromodomain adjacent to zinc finger domain protein 2B (Homo sapiens), Q9UIF8. Potency, µM (highest dose often 114 µM), without a hit: at the highest dose activity change, negative = inhibition, usual class: inhibitors; further: on the % scale 0 is the no-effect control and ±100 the full control effect; nearly all actives have a fitted effect of over 60% in size
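BAZ2B 50 nM plus b-H3(5-23)K14Ac 50 nM, PBS pH 7.4/0.01% Tween-20, 30 min RT; compound added (max 110 uM), 30 min RT; streptavidin donor/Ni-chelate acceptor beads 10 ug/mL final, 20 min dark; AlphaScreen read.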
Pol iota inh = qHTS for Inhibitors of Polymerase Iota; Pol iota fluorescent replication assay, 10 min; Potency, µM (titrated, usually from 115 µM), for the others: top-dose activity, negative = inhibition, most hits filed as inhibitors; hit rate 1% among 390,000; DNA polymerase iota (Homo sapiens), Q9UNA4
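Fluorescent replication assay read twice, at 0 min and 10 min after adding 50 nM (final) substrate. Enzyme (10 nM) and compounds were first incubated 15 min at room temperature; enzyme-free buffer wells were negative controls.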
APE1 inh = qHTS Assay for Inhibitors of the Human Apurinic/apyrimidinic Endonuclease 1 (APE1). Potency, µM (doses to about 65.8 µM), for inactives: top-dose activity change, negative = inhibition, most hits filed as inhibitors. hit rate 0.35% among 350,000. recombinant APE1, TAMRA/BHQ-2 abasic DNA cleavage fluorescence. DNA repair nuclease/redox regulator APEX1 (Homo sapiens), P27695. AID 2517, 2012;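 further: plate controls were vehicle for no effect and reference inhibitor for full effect; nearly all actives have a fitted effect of over 55% in size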
Target sequence (P27695 whole entry, looked up): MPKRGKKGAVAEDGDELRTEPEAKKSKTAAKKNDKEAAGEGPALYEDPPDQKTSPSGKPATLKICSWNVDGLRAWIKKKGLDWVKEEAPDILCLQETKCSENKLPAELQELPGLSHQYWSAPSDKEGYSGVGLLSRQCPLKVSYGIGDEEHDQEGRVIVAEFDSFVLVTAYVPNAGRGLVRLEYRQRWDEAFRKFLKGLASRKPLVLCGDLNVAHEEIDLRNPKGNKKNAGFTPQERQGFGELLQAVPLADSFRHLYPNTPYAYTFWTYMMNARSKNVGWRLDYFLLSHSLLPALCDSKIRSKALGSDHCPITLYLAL
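Substrate: short duplex with […] THF abasic site, 5'-TAMRA and 3'-BHQ-2, 50 nM final. APE1 at 0.75 nM, preincubated 15 min RT with compound. Fluorescence increase from first to third read measured activity.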
POLK inh = qHTS for Inhibitors of Polymerase Kappa | DNA polymerase kappa (Homo sapiens), Q9UBT6 | purified Pol kappa, fluorescent DNA synthesis assay, 10 min | Potency, µM (titrated, usually from 107 µM), inactives show at the highest dose activity, negative = inhibition, usual class: inhibitors | hit rate 0.53% among 400,000; further: on the % scale 0 is the no-effect control and ±100 the full control effect
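Fluorescent qHTS in 1536-well format: enzyme (10 nM) and compound sat 15 min at room temperature before 50 nM substrate (final) was added. Signal taken at 0 and 10 min; no-enzyme buffer wells were negative controls.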
Starred values were filed as active, the others as inactive; ? = inconclusive; · = no result given; [ ] = dose if it differs, or a comment. The call rests on the fitted dose curve; in most records, active means well fitted curve in the direction sought with a large enough effect; inconclusive means small, poorly fitted or top-dose-only effect, or another doubt; inactive means no such curve, though single readings can be large; an effect the other way counts as inactive or inconclusive. Potency means the concentration at half of the fitted maximal effect.

SMILES	G9a block	BLM inh	Pol eta inh	Apoferritin bind	Pol beta inh	BAZ2B inh	Pol iota inh	APE1 inh	POLK inh
COc1ccc(OCC2c3cc(OC)c(OC)cc3CCN2C(=O)c2c(F)cccc2F)cc1 (stereo unspecified)	?	-10%	-13%	42%[activator]	0%	-31%	-1%	·	-6%[60.1 µM]
COc1ccc(N(CC(=O)NCCSCc2ccc(Cl)cc2)S(C)(=O)=O)cc1Cl	-3%	-10%	-9%	5%	23%	-30%	3%	15%	0%
O=C(Cn1c(-c2ccccc2)noc1=O)N1CCC(Cc2ccccc2)CC1	7%	-4%	-15%	-12%	21%	3%	-9%	0%	-13%
COCCN(C(=O)CCC(=O)Nc1ccccn1)C(C(=O)NC(C)C)c1ccc(C)cc1 (stereo unspecified)	18%[59 µM]	2%	-10%	-4%	-21%	5%	-10%	38%[12.4 µM]	-12%
Cc1cc(C)c(NC(=O)CN(C)S(=O)(=O)c2ccc3c(c2)CCC(=O)N3)c(C)c1	7%[59 µM]	-3%	-6%	-5%	55%	-13%	29%	·	-3%
COc1cccc(C(=O)COC(=O)C2CC3CCCC(C2)C3=O)c1 (stereo unspecified)	7%	·	-5%	·	·	11%	7%	-3%	-15%
O=C(CSc1ncnc2scc(-c3ccccc3)c12)N1CCN(Cc2ccc3c(c2)OCO3)CC1	45µM*	-17%	?	-21%	16µM*	?	?	0%	-18%
O=c1c2ccccc2n(Cc2cccc(F)c2)c(=O)n1C1CCCC1	6%[12.7 µM]	-8%	-11%	-4%	?	29%	-8%	-2%	-9%
Cc1ccc2nsnc2c1S(=O)(=O)NCc1ccncc1	-25%[59 µM]	5%	-6%	-7%	1%	-3%	10%	-3%	-4%
COC(=O)CCC/C=C1/SCC(NC(=O)c2ccccc2)C1O (stereo unspecified)	-49%[59 µM]	-6%	?	-19%	-9%	3%	?	4%	?
O=C(CCc1ccc(S(=O)(=O)N2CCOCC2)cc1)Nc1ccc(N2CCOCC2)cc1	-49%[59 µM]	-8%	5%	-4%	46%	-3%	1%	19%	-3%
COc1ccccc1/C=C/c1nc(S(=O)(=O)c2ccccc2)c(NCCN(C)C)o1	?	-13%	-5%	5%	11%	-18%	-27%	-1%	-4%
CCOc1ccc2nc(NS(C)(=O)=O)sc2c1	7.1µM*	-2%	0%	-12%	-22%	-17%	-5%	-3%	9%
COn1c(=O)c(=O)n(OC)c2ccccc21	16%[59 µM]	-1%	3%	-6%	24%	8%	-8%	-3%	-3%
O=C(CN1CCCCC1CO)c1ccc(OC(F)F)cc1 (stereo unspecified)	56µM*	3%	-3%	-11%	-33%	-14%	12%	0%	-22%

Part of the list above in a different format:
Every second line gives: G9a block	BLM inh	Pol eta inh	Apoferritin bind	Pol beta inh	BAZ2B inh	Pol iota inh	APE1 inh	POLK inh
O=C(CN1CCCCC1CO)c1ccc(OC(F)F)cc1 (stereo unspecified)
    56µM*	3%	-3%	-11%	-33%	-14%	12%	0%	-22%
O=C(CSc1ncnc2scc(-c3ccccc3)c12)N1CCN(Cc2ccc3c(c2)OCO3)CC1
    45µM*	-17%	?	-21%	16µM*	?	?	0%	-18%

Later entries
SMILES	G9a block	BLM inh	Pol eta inh	Apoferritin bind	Pol beta inh	BAZ2B inh	Pol iota inh	APE1 inh	POLK inh
COc1cccc(-c2nnc(SCC(=O)NC3CCS(=O)(=O)C3)n2C)c1 (stereo unspecified)	-3%[2.33 µM]	·	-14%	·	·	15%	21%	2%	8%
CCCCN(C(=S)Nc1ccccc1)C1CCS(=O)(=O)C1 (stereo unspecified)	-6%	-1%	-11%	-6%	78%	-2%	-6%	-4%	2%
COc1ccc(S(=O)(=O)NCCc2sc(-c3cccnc3)nc2C)cc1	-5%[59 µM]	0%	8%	-5%	18%	1%	9%	·	-6%[60.1 µM]
CCc1ccc(CNC(=O)CCc2nnc(CCc3ccc(OC)cc3)o2)nc1	26%	-2%	0%	-5%	48%[activator]	3%	14%	0%	6%
CSc1nc(=O)n2cc(C)ccc2n1	2%	-2%	-8%	-3%	-1%	0%	41%[activator]	-10%	0%
COC(=O)C1=C(C)N(c2cccc(C(C)=O)c2)C(=O)C1	?	-15%	3%	-7%	39%	-6%	6%	2%	-8%
O=[N+]([O-])c1ccc(-c2nn(-c3ccccc3)cc2/C=N/n2c(-c3cccs3)n[nH]c2=S)cc1	·	-3%	?	-2%	6%	1%	55%[activator]	-3%	-3%
C=CCSc1cc(C)nc2c(-c3ccccc3)c(C)nn12	99%[activator][59 µM]	-4%	-20%	-12%	-1%	3%	7%	-5%	-1%
COc1ccc(-c2cc(C(=O)NNC(=O)c3csc(N4CCOCC4)n3)c3ccccc3n2)cc1OC	20%	·	-20%	·	·	3%	11%	-13%	7%
C/C(=N\NC(=O)c1cccc(S(=O)(=O)Nc2cccc(Cl)c2)c1)c1cccs1	11%	-1%	-8%	-8%	8%[57.1 µM]	-5%	-11%	-14%	-6%
O=C(CCCC(=O)N(CC(=O)NC1CCCC1)Cc1ccc(F)cc1)Nc1ccccn1	-9%[59 µM]	2%	-13%	-8%	15%	-3%	-7%	8%	2%
CC(C)(C)C1CCC2(CC1)NC(=S)N(c1ccccc1)N2 (stereo unspecified)	7.9µM*	-1%	-4%	-3%	?	-33%	3%	4%	-10%
O=C(NCc1ccco1)C(=O)c1cn(CC(=O)N2CCCC2)c2ccccc12	?	-3%	-12%	-18%	1%	-6%	73%[activator]	-5%	-15%
CCCCC(CC)COC(=O)CC(C(=O)OCC(CC)CCCC)S(=O)(=O)O (stereo unspecified)	·	-28%	·	?	·	·	·	2%	?
O=c1cc(-c2ccccc2Cl)oc2c(NS(=O)(=O)c3cccc4nsnc34)ccc(O)c12	?	-8%	-3%	-9%	9%	-28%	?	-6%	-7%
Cc1ccnc(SC2CC(=O)N(c3ccc(C(C)C)cc3)C2=O)n1 (stereo unspecified)	10%	-8%	-7%	-11%	0%	-12%	29%	26%	4%
Cc1ccc(C(CC(=O)c2ccc(Cl)cc2)C(=O)O)cc1 (stereo unspecified)	0%	3%	-14%	-2%	34%[activator]	-6%	8%	3%	-1%
Cc1cc(C)c(S(=O)(=O)Nc2ccc3oc4c(c3c2)C(=O)CC(C)(C)C4)cc1C	-49%[59 µM]	-9%	-10%	8%	-12%	-14%	79µM*	·	-3%
Cc1ccnc2c(N3C(=O)C4C5C=CC(C5)C4(C)C3=O)cccc12 (stereo unspecified)	?	0%	-8%	-7%	2%	-4%	-5%	-9%	17%
CC(C)N(Cc1ccccc1)S(=O)(=O)c1ccc(F)cc1	21%[0.501 µM]	-5%	-13%	-22%	-4%	52%[activator]	-12%	-9%	0%
Cc1cc(C)cc(OCC(=O)OC/C(O)=C(\C#N)c2nc3ccccc3[nH]2)c1	10%[59 µM]	-2%	?	-7%	-3%	-21%	20%	1%	1%
N#C/C(=C/c1ccc(N2CCOCC2)c([N+](=O)[O-])c1)C(N)=O	?	1%	-4%	?	0%	-4%	-6%	-2%	-6%
Cc1cccc(C)c1Nc1nn2c(=O)c3cc4c(cc3nc2s1)OCO4	0%[59 µM]	-13%	-13%	-2%	-17%	-12%	-17%	·	-7%
COc1ccc(N2CCN(Cc3nc(N)nc(Nc4ccccc4OC)n3)CC2)cc1	40µM*	-4%	4%	-8%	12%	28µM*	5%	11%	-5%
CCOc1ccc(NC(=S)NCc2cccnc2)cc1	1%	1%	-20%	-6%	12%	0%	24%	2%	-1%
COc1ccccc1NC(=O)N1CCN(Cc2ccc3c(c2)OCO3)CC1	·	0%	?	-5%	49%	50µM*	?	-3%	-6%
CC(=O)c1c(N2CCN(c3ccccc3)CC2)nc(=S)n(-c2ccccc2)c1C	-33%[59 µM]	1%	10%	?	2%	-19%	?	-1%	-23%
Cc1cc2ncn(CC3CC3(Cl)Cl)c2cc1C (stereo unspecified)	?	-6%	-8%	-18%	-17%	-25%	73%[activator]	-3%	-2%

Filtered by structure: the compounds so far containing a halogen
SMILES	G9a block	BLM inh	Pol eta inh	Apoferritin bind	Pol beta inh	BAZ2B inh	Pol iota inh	APE1 inh	POLK inh
COc1ccc(OCC2c3cc(OC)c(OC)cc3CCN2C(=O)c2c(F)cccc2F)cc1 (stereo unspecified)	?	-10%	-13%	42%[activator]	0%	-31%	-1%	·	-6%[60.1 µM]
COc1ccc(N(CC(=O)NCCSCc2ccc(Cl)cc2)S(C)(=O)=O)cc1Cl	-3%	-10%	-9%	5%	23%	-30%	3%	15%	0%
O=c1c2ccccc2n(Cc2cccc(F)c2)c(=O)n1C1CCCC1	6%[12.7 µM]	-8%	-11%	-4%	?	29%	-8%	-2%	-9%
O=C(CN1CCCCC1CO)c1ccc(OC(F)F)cc1 (stereo unspecified)	56µM*	3%	-3%	-11%	-33%	-14%	12%	0%	-22%
C/C(=N\NC(=O)c1cccc(S(=O)(=O)Nc2cccc(Cl)c2)c1)c1cccs1	11%	-1%	-8%	-8%	8%[57.1 µM]	-5%	-11%	-14%	-6%
O=C(CCCC(=O)N(CC(=O)NC1CCCC1)Cc1ccc(F)cc1)Nc1ccccn1	-9%[59 µM]	2%	-13%	-8%	15%	-3%	-7%	8%	2%
O=c1cc(-c2ccccc2Cl)oc2c(NS(=O)(=O)c3cccc4nsnc34)ccc(O)c12	?	-8%	-3%	-9%	9%	-28%	?	-6%	-7%
Cc1ccc(C(CC(=O)c2ccc(Cl)cc2)C(=O)O)cc1 (stereo unspecified)	0%	3%	-14%	-2%	34%[activator]	-6%	8%	3%	-1%
CC(C)N(Cc1ccccc1)S(=O)(=O)c1ccc(F)cc1	21%[0.501 µM]	-5%	-13%	-22%	-4%	52%[activator]	-12%	-9%	0%
Cc1cc2ncn(CC3CC3(Cl)Cl)c2cc1C (stereo unspecified)	?	-6%	-8%	-18%	-17%	-25%	73%[activator]	-3%	-2%

The list is partial; count on the stated rates, not on these rows.
